# GPR55 antagonists – inhibition of LPI-stimulated GPR55 beta-arrestin translocation – imaging, U2OS, beta-arrestin-GFP, LPI agonist, primary screen (AID 2013). U2OS GPR55 beta-arrestin-GFP translocation imaging, LPI antagonism; higher % means a stronger effect. inhibition, % at 10 µM; hits with a dose series show IC50 in µM. 0.13% of 290,000 active;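 active = spots per cell inhibited over 60%, with over 100 cells counted and total cytoplasm intensity under 500,000; inconclusive = wells with under 100 cells, flagged as likely toxic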;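 note: U2OS cells stably carrying GPR55 and arrestin-GFP stimulated by 5 µM LPI near EC80; imaged beta-arrestin-GFP aggregate spots per cell after agonist stimulation; plate controls were LPI-stimulated DMSO wells for no effect and DMSO wells without LPI for full effect; some results filed as inactive read as strong as hits; confirmed hits need IC50 under 10 µM and bright autofluorescent wells are also inconclusive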
# MgcRacGAP inhibition – MgcRacGAP GTPase-activating activity inhibitors, confirmation, biochemical, ADP Hunter fluorescence; MgcRacGAP-stimulated Rac1 GTP hydrolysis, ADP Hunter fluorescence; higher % means a stronger effect; GST-tagged Rac1 F28L mutant substrate; inhibition, % at 30 µM; hits with a dose series show IC50 in µM; 0.6% of 340,000 active; AID 624330;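 active = first-screen hits whose inhibition reached a set limit at any dose in the follow-up dose series; inconclusive = inhibition above the set first-screen limit but never retested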;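 note: fluorescence reports GDP produced by GAP-driven GTP hydrolysis; strong numbers were not always called active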
# NS5 inhibitors – Dengue-2 NS5 methyltransferase inhibitors, primary screen, biochemical, confirmation dose response (AID 588689) | 0.3% of 340,000 active | one-dose inhibition, % at 25 µM; IC50 in µM for titrated hits | Dengue-2 NS5 methyltransferase capping enzyme assay, biochemical; higher % means a stronger effect; in the data active = a potency from the dose series; inconclusive = inhibition above about 29% without an active follow-up result
# Large T inhibition – SV40 large T antigen inhibitors, biochemical (AID 1903); SV40 large T antigen ATPase/helicase inhibition assay; higher % means a stronger effect; one-dose inhibition, % at 20 µM; IC50 in µM for titrated hits; 0.39% of 310,000 active; in the data active = a potency from the dose series; inconclusive = inhibition mostly from about 32% at the one dose, without a potency; inactive = the rest, 99 in 100 with inhibition below about 32%; note: strong numbers were not always called active
# RSV CPE inhibition – inhibition of RSV-induced cytopathic effect – HEp-2 cells, primary 10 µM value included (AID 2391). 0.13% of 310,000 active. HEp-2 cells, RSV-induced CPE inhibition; higher % means a stronger effect. CPE inhibition, % at 10 µM, or IC50 in µM where a hit was titrated; in the data active = a potency from the dose series; inconclusive = CPE inhibition mostly from about 23% at the one dose, without a potency; inactive = the rest, 99 in 100 with CPE inhibition below about 21%; note: strong numbers were not always called active
# GPR35 antagonists – inhibition of zaprinast-stimulated GPR35 beta-arrestin translocation – imaging, U2OS, beta-arrestin-GFP, zaprinast agonist, primary screen (AID 2058) | U2OS GPR35 beta-arrestin-GFP translocation imaging, zaprinast antagonism; higher % means a stronger effect | inhibition, % at 10 µM, or IC50 in µM where a hit was titrated | 0.052% of 290,000 active;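 active = inhibition of at least 50% with at least 30 cells and total cytoplasm GFP at most 10,000,000; inconclusive = under 30 cells or total GFP of 10,000,000 plus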
# HIV peptide binding – inhibitors of HIV fusion peptide binding, primary screen, biochemical, uHTS, fluorescence dequenching (AID 1986) | 0.3% of 290,000 active | cell-free peptide binding, fluorescence dequenching, 30 min; higher % means a stronger effect | inhibition, % at 20 µM; hits with a dose series show IC50 in µM; in the data active = inhibition mostly above about 52%, no sharp cut-off; inactive = mostly below about 76%; note: some results filed as inactive read as strong as hits
# Salmonella PhoP GFP – inhibitors of PhoP regulon expression, primary screen, Salmonella Typhimurium, GFP reporter (AID 1863). one-dose inhibition, % at 50 µM; IC50 in µM for titrated hits. 0.16% of 300,000 active. S. Typhimurium PhoP-regulated promoter GFP reporter, 4 h; higher % means a stronger effect;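 active = inhibition over 29.93%, a cutoff 3 SD above the screen mean, later confirmed by dose response; inconclusive = inhibition over 29.93% but no dose response follow-up; inactive = inhibition at most 29.93% or unconfirmed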;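 note: 0% = low Mg2+ inducing control and 100% = high Mg2+ repressing control; strong numbers were not always called active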
# K1F lysis inhibition – inhibition of K1F phage lysis, E. coli UTI89, bacterial capsule biogenesis inhibitors, alamar blue (AID 488966). E. coli UTI89 K1F phage lysis, alamar blue, 2 h; higher % means a stronger effect. inhibition, % at 100 µM, or IC50 in µM where a hit was titrated. 0.02% of 340,000 active;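 active = phage lysis inhibition, versus mean bacterial control, above a set limit; inconclusive = no clear call, values can overlap the other calls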;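 note: capsule biogenesis inhibitors block K1F phage lysis so surviving cells raise fluorescence; higher fluorescence means more inhibition of phage lysis; actives were called in the ten point dose series up to 300 µM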
# NS5 inhibitors pilot replicate – also measured in NS5 inhibitors; calls as there; inhibition, %; measured here: pilot screen replicate inhibition
# Starred values were filed as active, the others as inactive; ? = inconclusive; · = no result given; [ ] = remark or other dose. Compounds were not picked by outcome. Share with any hit: about 1.5%.
SMILES,GPR55 antagonists,MgcRacGAP inhibition,NS5 inhibitors,Large T inhibition,RSV CPE inhibition,GPR35 antagonists,HIV peptide binding,Salmonella PhoP GFP,K1F lysis inhibition,others
CC(Sc1nc2ccccc2s1)C(=O)Nc1ccc2c(c1)OCO2 (centres undefined),4.5%,-0.8%,2.9%,8.9%,8.1%,-7.8%,0.2%,-9.0%,0.7%[50 µM],
CCOC(=O)C(NC(=O)CC)(Nc1nc2c(s1)CCCC2)C(F)(F)F (centres undefined),-0.9%,1.7%,8.6%,2.6%,-0.2%,19.1%,1.9%,-8.6%,0.0%,
O=[N+]([O-])c1cc(S(=O)(=O)N2CCCC2)ccc1SCCO,16.2%,0.6%,-3.7%,8.6%,-1.8%,2.6%,3.9%,3.3%,-0.2%,
CC(=O)NCc1cccc(CNC(C)=O)n1,2.3%,7.5%,0.6%,1.6%,2.4%,-6.5%,-3.3%,-5.3%,0.5%,NS5 inhibitors pilot replicate=1.2
O=C(CN1CCc2ccccc2C1)Nc1cc(S(=O)(=O)N2CCOCC2)ccc1N1CCCC1,13.3%,7.9%,0.0%,22.3%,-0.2%,-0.6%,0.5%,13.1%,0.1%,
N#Cc1c(NC(=O)CCC(=O)O)sc2c1CCCCC2,-15.4%,10.8%,7.4%,10.8%,-0.5%,0.0%,10.0%,-3.0%,-0.5%,
COC(=O)c1cc2c(s1)-c1cc(F)ccc1OC2,5.5%,-7.1%,-2.3%,3.0%,·,-7.0%,-0.1%,2.4%,-1.3%,
S=c1[nH]c(-c2ccc(Cl)cc2)cs1,8.4%,18.2%,15.2%,33.7%,3.9%,-3.3%,4.7%,-9.0%,0.1%,
CC(C)CCNC(=O)C(Cc1ccccc1)NS(=O)(=O)c1ccc2c(c1)c(=O)n(C)c(=O)n2C (centres undefined),15.8%,-1.9%,-4.9%,?,0.4%,-2.6%,2.7%,7.5%,-2.1%,
NC(=O)Cn1cc(C(=O)C(=O)N2CCOCC2)c2ccccc21,1.4%,8.2%,-6.0%,19.7%,1.8%,11.2%,0.7%,-5.5%,1.3%[50 µM],
CCOc1ccc(NC(=O)CN(C)S(=O)(=O)c2ccc3c(c2)CCC(=O)N3)cc1,-0.4%,2.4%,0.8%,0.1%,0.5%,-0.5%,0.3%,0.1%,-1.5%[50 µM],
O=C(Cn1nc(C(F)(F)F)c2c1CCC2)Nc1ccccc1C(F)(F)F,-3.4%,2.0%,-4.9%,-4.1%,0.4%,-4.5%,1.6%,7.0%,7.2%,

# Overlap with the part before: 4 compounds, followed by the next part.
SMILES,GPR55 antagonists,MgcRacGAP inhibition,NS5 inhibitors,Large T inhibition,RSV CPE inhibition,GPR35 antagonists,HIV peptide binding,Salmonella PhoP GFP,K1F lysis inhibition,others
CC(C)CCNC(=O)C(Cc1ccccc1)NS(=O)(=O)c1ccc2c(c1)c(=O)n(C)c(=O)n2C (centres undefined),15.8%,-1.9%,-4.9%,?,0.4%,-2.6%,2.7%,7.5%,-2.1%,
NC(=O)Cn1cc(C(=O)C(=O)N2CCOCC2)c2ccccc21,1.4%,8.2%,-6.0%,19.7%,1.8%,11.2%,0.7%,-5.5%,1.3%[50 µM],
CCOc1ccc(NC(=O)CN(C)S(=O)(=O)c2ccc3c(c2)CCC(=O)N3)cc1,-0.4%,2.4%,0.8%,0.1%,0.5%,-0.5%,0.3%,0.1%,-1.5%[50 µM],
O=C(Cn1nc(C(F)(F)F)c2c1CCC2)Nc1ccccc1C(F)(F)F,-3.4%,2.0%,-4.9%,-4.1%,0.4%,-4.5%,1.6%,7.0%,7.2%,
O=C(Nc1ccc(Cl)cc1)[C@@H]1[C@@H]2C(=O)N(c3ccc(Cl)cc3Cl)C(=O)[C@@H]2[C@H]2C=CC=NN21,-0.6%,·,·,-0.1%,1.4%,-2.6%,28.2%,-9.1%,·,
CCc1c(C#N)c(SCCC(=O)Nc2cccc(OC)c2)nc2c1C(=O)CC(C)(C)C2,13.9%,8.4%,-1.4%,13.4%,1.3%,-2.0%,-1.4%,2.9%,0.8%,
O=C(Cn1cc[n+](CC(=O)c2ccccc2)c1)c1ccccc1,6.3%,-0.9%,1.6%,0.4%,0.5%,1.4%,-2.4%,33.9%,2.8%,
O=C(Nc1ccccc1N1CCOCC1)c1ccc2c(c1)OCO2,8.5%,3.8%,-1.5%,8.3%,1.6%,14.0%,-0.7%,-9.4%,0.2%,
COc1cccc(C(=O)COC(=O)c2ccc(NC(=O)c3ccccc3)cc2)c1,·,2.5%,-10.4%,·,4.5%,·,·,·,4.4%,
COCCCNCCCCOc1ccc(Br)cc1Cl,8.3%,25.6%,-1.9%,2.6%,-1.7%,-7.7%,0.4%,13.9%,0.8%[50 µM],
CCOC(=O)c1[nH]c(C)c(C(=O)NCCCOC(C)C)c1C,1.0%,10.6%,-1.6%,0.5%,-0.1%,-11.2%,1.1%,4.3%,6.3%,
COc1ccccc1N1CCN(c2ncnc3nc[nH]c23)CC1,3.5%,12.1%,2.1%,2.7%,0.0%,-15.1%,-1.4%,-12.1%,-2.1%,
CCS(=O)(=O)N1N=C(c2ccccc2)CC1c1ccc2nccnc2c1 (centres undefined),-3.8%,6.2%,-1.3%,6.0%,4.3%,18.0%,-1.8%,4.0%,0.7%,
CC(C)Oc1ccccc1/C=N/NC(=O)c1ccc(F)cc1,-5.1%,0.6%,-13.5%,2.0%,1.5%,-4.6%,-3.6%,11.2%,1.2%[50 µM],
CCOc1ccc(NC(=O)CCSc2nc3c(c(CC)c2C#N)C(=O)CC(C)(C)C3)cc1,3.3%,6.7%,-6.2%,-2.7%,-2.1%,2.2%,4.5%,10.8%,1.3%,
COc1cccc(/C=N\n2c(C)nnc2C)c1OC,6.9%,12.4%,0.7%,1.0%,1.8%,-8.4%,-1.6%,2.2%,0.1%,
Nc1ccc(-c2nc(-c3ccccc3)nc3ccccc23)cc1,11.0%,3.7%,-2.3%,13.6%,?,-6.0%,-0.7%,-2.2%,0.5%[50 µM],
COC(=O)COc1ccc(-c2nccc(-c3ccccn3)n2)cc1,-2.7%,5.5%,-4.5%,1.0%,3.4%,6.1%,-2.0%,3.7%,0.2%,
COc1cccc(NC(=O)Cn2c(=O)c3c(ncn3Cc3ccccc3)n(Cc3ccccc3)c2=O)c1,-6.9%,7.3%,-7.5%,5.6%,3.9%,18.2%,2.2%,-7.7%,0.6%,
Cc1ccc(C)c(N2CCN(C(=O)CCS(=O)(=O)c3ccc4c(c3)oc(=O)n4C)CC2)c1,13.3%,6.5%,-1.8%,-2.2%,11.3%,7.7%,-0.2%,-1.3%,3.8%,
CCOc1ccc(C2c3cc(OC)c(OC)cc3CC(=O)N2c2ccccc2)cc1 (centres undefined),29.3%,0.9%,-4.8%,16.3%,1.5%,-2.5%,-0.9%,16.2%,-1.8%,
O=C(Cn1c(=O)oc2cc(S(=O)(=O)N3CCCC3)ccc21)NC1CCCc2ccccc21 (centres undefined),6.9%,4.8%,-7.0%,1.5%,0.7%,-15.5%,11.8%,6.6%,0.2%,
COC(=O)c1ccc(Cn2nc(-c3ccc(C)c(C)c3)ccc2=O)cc1,-4.6%,8.6%,-0.7%,8.5%,7.0%,8.8%,0.4%,-0.2%,0.1%,
O=C(CCCCl)NC(=S)Nc1ccc(CN2CCOCC2)cc1,7.3%,5.1%,2.3%,15.6%,0.1%,17.1%,-0.4%,-4.2%,-0.5%,
CC(=O)NCCC(=O)Nc1nc(-c2cccs2)c(-c2cccs2)s1,4.6%,6.8%,-3.9%,23.8%,0.1%,22.5%,2.8%,-9.2%,2.6%[50 µM],
Cc1ccc(C(=O)NCCc2cc3ccc(C)c(C)c3[nH]c2=O)cc1[N+](=O)[O-],8.2%,9.0%,-7.0%,12.1%,0.9%,9.5%,-0.2%,-3.3%,1.9%[50 µM],
O=C(Nc1ccc2c(c1)CCCN2C(=O)c1cccs1)c1ccccc1,-3.9%,4.6%,32.5%,-8.1%,6.3%,0.0%,-0.1%,13.2%,0.3%,
COc1ccccc1NC(=O)CCN1C(=O)/C(=C\c2cc(OC)c(OC)c(OC)c2)SC1=S,19.9%,13.1%,4.1%,7.5%,1.6%,10.3%,3.7%,5.1%,0.2%,
C/C(=N/OCO/N=C(/C)c1ccc(F)cc1)c1ccc(F)cc1,0.7%,-11.3%,7.0%,2.4%,67.7%,12.3%,-0.1%,2.9%,-0.4%,
CCCCC(=O)NC(=S)Nc1ccc(S(=O)(=O)N2CCCC2)cc1,9.1%,4.4%,-1.4%,5.8%,4.2%,13.2%,0.9%,-11.2%,1.4%,
CCNC(=O)c1sc(=S)n(CC)c1N,5.6%,-0.9%,0.0%,3.1%,-0.9%,2.6%,6.1%,5.5%,-0.7%,
COc1ccc(N(CC(=O)Nc2cccc(C)c2)S(=O)(=O)c2c(C)n[nH]c2C)cc1,53.5%,10.7%,-7.8%,5.0%,0.9%,5.7%,-3.3%,18.1%,0.1%,
C=CCn1c(SCC(=O)Nc2sc(C)c(C)c2C(=O)OCC)nnc1-c1sc(N)nc1C,5.7%,7.5%,-3.4%,11.4%,0.2%,9.6%,-2.7%,3.2%,-0.2%,
CN1CCN(c2ccccc2NC(=O)c2ccc(-c3ccc(Cl)cc3Cl)o2)CC1,4.0%,10.7%,-3.2%,2.9%,-2.5%,4.2%,0.0%,15.9%,2.8%,
Cc1cnn(CCC(=O)NNC(=S)NCC(C)C)c1,8.2%,4.8%,-2.2%,10.8%,1.6%,0.5%,-2.5%,-6.1%,1.9%,
Cc1cc(OCCCCNC(C)C)cc(C(C)C)c1,-1.8%,17.7%,-8.4%,13.6%,-0.2%,-3.9%,2.9%,3.9%,-0.4%[50 µM],

# High-throughput results (PubChem)
